PriA SSB inh: blocks PriA binding to SSB C-terminal tail. actives 0.6% (n = 430,000). AlphaScreen SSBct-PriA binding, biotinylated peptide. inhibition, % at 33 µM. AID 1272365; in the data active = inhibition mostly above about 37%, no sharp cut-off; inactive = mostly below about 20%;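 also: plate controls were negative control peptide for no effect and reference peptide for full effect; strong numbers were not always called active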
BoNT-F LC inh: inhibitors of Botulinum neurotoxin F light chain protease. Multiplex microsphere protease cleavage assay, flow cytometry. inhibition, % at 10 µM. actives 0.22% (n = 360,000); in the data active = inhibition above about 35%, passing the limit was not always enough; inconclusive = no clear call, values can overlap the other calls; also: plate controls were buffer without enzyme for full effect and enzyme alone for no effect
VHR inh abs: inhibitors of human VHR1 phosphatase (DUSP3); actives 0.52% (n = 290,000); P51452; AID 1654; recombinant VHR phosphatase, pNPP absorbance; inhibition, % at 13.3 µM; in the data active = inhibition above about 50%; also: some compounds called inactive have numbers as strong as hits
Target sequence (P51452 whole entry, looked up): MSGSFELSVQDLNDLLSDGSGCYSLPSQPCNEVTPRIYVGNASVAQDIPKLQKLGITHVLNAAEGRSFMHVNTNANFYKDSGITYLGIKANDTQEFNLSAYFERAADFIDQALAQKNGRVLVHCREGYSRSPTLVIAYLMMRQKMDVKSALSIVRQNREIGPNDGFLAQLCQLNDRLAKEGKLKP
PrPC TRFRET: inhibitors of human cell surface prion protein PrPC | TR-FRET read-out | inhibition, % at 13.8 µM | P04156 | actives 0.43% (n = 370,000) | AID 720596; in the data active = inhibition above about 24%; also: 0% = median of the test wells and 100% = reference compound wells
CCHF vOTU inh: blocks the CCHF virus ovarian tumor domain protease | actives 0.55% (n = 370,000) | inhibition, % at 11.5 µM | CCHFV vOTU protease, Pep-AMC fluorescence | AID 651958; in the data active = inhibition above about 30%; also: 0% = vehicle wells with enzyme and 100% = no enzyme wells
BoNT A protease: blocks Botulinum neurotoxin A light chain protease; multiplex microsphere protease substrate cleavage, flow cytometry; actives 0.17% (n = 360,000); inhibition, % at 10 µM; also: plate controls were buffer without enzyme for full effect and enzyme alone for no effect
Rv3671c inh: inhibitors of M. tuberculosis serine protease Rv3671c; P9WHR9; inhibition, % at 5.96 µM; actives 0.048% (n = 320,000); AID 2606; in the data active = inhibition above about 38%;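 also: extracellular domain of Rv3671c used as enzyme; 0% = enzyme with DMSO and 100% = no enzyme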
Target sequence (P9WHR9 whole entry, looked up, the tested form may be a part): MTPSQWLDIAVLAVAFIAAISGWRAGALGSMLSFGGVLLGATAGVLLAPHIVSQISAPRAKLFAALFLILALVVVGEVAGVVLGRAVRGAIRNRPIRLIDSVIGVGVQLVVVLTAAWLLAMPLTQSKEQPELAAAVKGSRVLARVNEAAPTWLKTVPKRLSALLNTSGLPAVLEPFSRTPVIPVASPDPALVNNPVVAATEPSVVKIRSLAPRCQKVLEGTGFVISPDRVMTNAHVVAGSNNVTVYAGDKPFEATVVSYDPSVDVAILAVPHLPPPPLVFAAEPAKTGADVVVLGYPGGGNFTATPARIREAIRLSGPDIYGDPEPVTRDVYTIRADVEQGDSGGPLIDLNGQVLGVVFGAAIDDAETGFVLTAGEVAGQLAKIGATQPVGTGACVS
3CLpro inhibitor: SARS-CoV 3CLpro protease inhibition. P0C6X7. recombinant SARS-CoV 3CLpro, quenched FRET peptide cleavage. inhibition, % at 6 µM. actives 0.14% (n = 290,000). AID 1706; in the data active = inhibition above about 12%
Anthrax LF inh2: anthrax lethal factor protease inhibition; P15917; multiplex microsphere protease cleavage assay, LF; inhibition, % at 10 µM; actives 0.12% (n = 360,000); AID 588501; also: plate controls were buffer without enzyme for full effect and enzyme alone for no effect
MazF activator: activators of E. coli MazEF toxin-antitoxin RNase | P0AE70 | FAM/BHQ RNA-DNA oligo cleavage fluorescence, 5 h | activation, % at 20 µM | actives 0.32% (n = 350,000) | AID 504720; in the data active = activation above about 50%
Target sequence (P0AE70 whole entry, looked up): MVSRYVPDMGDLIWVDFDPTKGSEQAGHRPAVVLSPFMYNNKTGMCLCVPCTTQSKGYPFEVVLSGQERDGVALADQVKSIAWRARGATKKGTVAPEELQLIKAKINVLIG
Numbers without * were called inactive; ? = inconclusive; · = no result given. Rule as the data show it, unless noted: active = inhibition above about 30%; inconclusive = no clear call, values can overlap the other calls; inactive = below that. The list is partial; count on the stated rates, not on these rows.

SMILES	PriA SSB inh	BoNT-F LC inh	VHR inh abs	PrPC TRFRET	CCHF vOTU inh	BoNT A protease	Rv3671c inh	3CLpro inhibitor	Anthrax LF inh2	MazF activator
O=C(CSc1ccccc1C(=O)N1CCCCC1)NCC1CCCCC1	-6.5	3.5	6.2	8.6	0.2	1.2	-10.1	-2.3	0.6	1.5
O=[N+]([O-])c1cc(F)c(N2CCOCC2)cc1N1CCCCC1	36.1	-7.6	23.7	-9.2	-2.8	-4.6	-4.2	3.6	-1.8	-0.1
Cc1cc(C)c(C#N)c(SCC(O)COc2ccc(Br)cc2)n1 (centres undefined)	-24.7	9.0	11.5	4.5	8.9	-0.9	-9.9	1.7	-10.2	0.2
N#CCc1cnc2ccccc2n1	33.8	-2.4	16.3	-3.6	19.2	-3.6	-13.5	0.6	3.0	-0.1
O=C1CN2CCC1C/C2=C\c1ccnc2c(Cl)cccc12 (centres undefined)	-14.4	?	27.4	-0.1	4.9	-3.3	-9.0	-3.1	4.9	5.6
C(=C\c1ccco1)/c1nc2ccccc2[nH]1	-6.8	-5.4	-0.9	-5.3	-7.0	0.9	4.6	3.9	-0.7	-5.7
CN(CCO)CCOCCOc1cccc2ccccc12	-3.7	1.3	82.0	0.0	7.1	0.3	4.1	1.0	-5.2	-5.1
Nc1nc(NCCO)nc(NCC2CCCO2)c1[N+](=O)[O-] (centres undefined)	6.7	3.6	-3.9	-6.9	8.2	0.6	-12.4	-1.5	1.5	2.9
Cn1c(N/N=C2\CCCc3ccccc32)nc2c1c(=O)n(Cc1ccc(F)cc1)c(=O)n2C	·	24.9	59.9*	-1.7	-6.3	2.6	·	2.3	1.5	-2.6
NC(CSCc1cccc(Br)c1)C(=O)O (centres undefined)	5.7	-5.5	4.8	-0.4	4.4	-0.3	4.8	0.5	-4.4	-4.7
O=C(Nc1cccc(F)c1)C1CCCN(c2cnccn2)C1 (centres undefined)	0.0	1.7	0.4	6.2	3.7	-1.6	-5.8	0.1	-1.7	6.2
COc1ccc(OC)c(CCNC(=O)Cc2ccc(NC3=NC4CS(=O)(=O)CC4S3)cc2)c1 (centres undefined)	-3.4	-14.5	5.5	-1.0	-5.6	0.5	4.0	5.0	-1.9	1.5

Full records, quoted from the list. Order of values: PriA SSB inh | BoNT-F LC inh | VHR inh abs | PrPC TRFRET | CCHF vOTU inh | BoNT A protease | Rv3671c inh | 3CLpro inhibitor | Anthrax LF inh2 | MazF activator
`O=[N+]([O-])c1cc(F)c(N2CCOCC2)cc1N1CCCCC1` is listed as 36.1 | -7.6 | 23.7 | -9.2 | -2.8 | -4.6 | -4.2 | 3.6 | -1.8 | -0.1
`Cc1cc(C)c(C#N)c(SCC(O)COc2ccc(Br)cc2)n1` (centres undefined) is listed as -24.7 | 9.0 | 11.5 | 4.5 | 8.9 | -0.9 | -9.9 | 1.7 | -10.2 | 0.2
`NC(CSCc1cccc(Br)c1)C(=O)O` (centres undefined) is listed as 5.7 | -5.5 | 4.8 | -0.4 | 4.4 | -0.3 | 4.8 | 0.5 | -4.4 | -4.7

The results go on.
SMILES	PriA SSB inh	BoNT-F LC inh	VHR inh abs	PrPC TRFRET	CCHF vOTU inh	BoNT A protease	Rv3671c inh	3CLpro inhibitor	Anthrax LF inh2	MazF activator
Clc1ccc(-c2nnc3n2CCCS3)cc1	-2.1	4.8	6.2	-3.6	-7.3	0.4	6.5	0.6	-13.1	8.9
OC[C@H]1OC(Nc2ccc(N=Nc3ccccc3)cc2)[C@@H](O)[C@@H](O)[C@@H]1O (some centres undefined)	19.1	?	16.5	0.4	5.4	2.2	4.5	5.1	-4.9	3.0
COc1ccc(CC(N)c2csc(NC(=O)NC(c3ccccc3)c3ccccc3)n2)cc1 (centres undefined)	·	-27.6	·	6.4	19.5	-0.1	·	·	-1.8	·
NC(=O)NC(c1ccccc1)c1cccc2ccccc12 (centres undefined)	-2.8	-2.3	-4.2	1.0	-4.5	0.1	4.2	4.0	-0.9	14.0
COc1cc2c(cc1OC)C(C1(O)CCCCC1)NCC2 (centres undefined)	11.1	1.7	24.4	4.5	-14.6	4.0	·	1.7	4.0	13.4
C[C@H](O)[C@@H]1CN2CCc3c([nH]c4ccccc34)[C@@H]2C[C@@H]1N(C)C(=O)Nc1ccc(Br)cc1	·	-4.5	·	-2.3	-14.8	0.2	·	·	-3.3	·
COc1ccc(C)cc1NC(=O)c1ccc2c(c1)C(=O)N(Cc1ccncc1)C2=O	1.8	-18.6	·	-1.4	-4.7	0.3	-2.0	·	-7.0	0.8
C/C=C/c1ccc(OCC(=O)Nc2ccncc2)c(OC)c1	-6.9	-23.8	·	17.0	12.3	-3.6	0.7	-2.4	-2.1	4.2
Cc1ccc(S(=O)(=O)N2CCC(C(=O)NCCN3CCOCC3)CC2)cc1C	-10.9	7.8	21.8	-1.7	5.4	0.3	-1.1	2.5	2.0	0.9
COc1ccc(NC(=O)c2ccc3c(c2)OCCO3)cc1OC	-12.0	-7.5	7.4	4.1	-11.9	-0.8	-1.4	1.3	0.0	2.9
COc1ccc(C2SCC(=O)Nc3c2c(C)nn3C2CCOC(C)(C)C2)cc1 (centres undefined)	-4.7	-1.5	4.9	-4.3	-8.9	-0.4	-1.9	-0.3	-2.2	-3.9
COc1ccc(CN2C(=O)[C@@H]3Cc4c([nH]c5ccccc45)C(C)(C)N3C2=O)cc1	-0.2	-0.5	·	-7.2	3.1	-0.4	-5.5	·	2.9	4.2
CC1CCc2c(sc3ncn(CC(=O)N=Nc4c(O)[nH]c5ccccc45)c(=O)c23)C1 (centres undefined)	-2.9	2.5	7.2	8.1	8.0	0.5	3.5	3.7	2.1	-17.6
CCn1c(SCC(=O)Nc2ccccc2)nnc1-c1cccs1	-3.2	-13.5	7.4	-8.3	-14.5	-2.1	7.1	-2.2	-6.5	-2.6
Cc1cc(C(=O)Nc2ccccc2Cl)c2ccccc2n1	-0.3	?	-10.7	2.3	-0.9	-0.2	-9.9	-3.2	8.7	0.7
CCN(CC(=O)N1CCOCC1)S(=O)(=O)c1cc(Cl)ccc1Cl	-20.5	-5.7	10.5	4.9	6.1	-0.3	3.8	1.4	-1.6	7.0
COc1cc(NS(=O)(=O)c2ccc(N/C=C\C(=O)c3ccc(C)cc3)cc2)nc(OC)n1	9.9	-8.6	·	-5.9	8.7	-0.2	4.0	5.0	0.8	-4.1
COc1cc2c3c(n(C)c(=O)c2cc1OC)-c1cc2c(cc1C3=O)OCO2	-0.3	-7.3	·	·	·	0.0	·	·	0.3	7.1
CCCN(CC(=O)Nc1ccccc1OC)C(=O)c1cccc(S(=O)(=O)Nc2ccc(OC)cc2)c1	-0.8	16.4	·	2.6	-1.4	5.5	-2.6	·	0.6	7.3
Cc1ccc(S(=O)(=O)Nc2ccc3c(c2)n(C)c(=O)n3C)c(C)c1	6.6	-0.5	30.7	2.2	-10.9	-1.1	-6.8	-0.3	-9.4	7.3
O=C(O)CCCC(=O)N1CCN(c2ncccn2)CC1	4.0	·	13.1	6.7	-15.9	·	-11.6	-3.0	·	5.1
CN(C(=O)Oc1ccc(C(C)(C)C)cc1)c1ccccc1	-58.0	-6.0	13.0	0.7	16.1	-0.6	9.2	5.4	-0.2	-1.0
c1ccc2c(c1)nc1n2C2(N3CCOCC3)CCCC2C1N1CCOCC1 (centres undefined)	-4.2	-4.0	37.9	-8.6	-11.3	-0.9	·	·	-2.0	-14.6
C=CCn1c(SCC(N)=O)nnc1-c1cc(Br)ccc1O	0.2	-0.7	2.6	-0.1	13.6	?	6.5	-3.2	-4.2	0.3
S=C(NCc1ccccc1)N1CCc2ccccc2C1	-17.0	2.6	25.1	9.5	3.4	0.3	3.1	10.0	1.1	3.1
CCN(CC)C(=O)[C@H]1CC(CC(=O)NCCCn2ccnc2)C(=O)N2CCc3c([nH]c4ccc(OC)cc34)[C@]12C (some centres undefined)	2.9	-1.3	·	-5.7	-4.4	-0.1	·	·	0.4	4.8
CCOCCCNC(=O)Cn1cnc2sc(C)c(S(=O)(=O)N3CCN(c4ncccn4)CC3)c2c1=O	-12.1	1.1	24.2	1.7	18.0	-0.7	-10.1	1.9	-1.7	5.8
C/C(C/C(C)=C1/SC(=S)NC1=O)=C1\SC(=S)NC1=O	-18.6	-8.3	-7.4	4.8	-2.6	-1.7	·	3.5	0.0	-2.1
COC(=O)NC1CSCC1OC(=O)CN1C(=O)c2ccccc2C1=O (centres undefined)	-7.7	-2.5	8.3	6.0	1.3	-1.9	2.2	-4.5	-1.4	-1.9
O=C(O)c1ccc(CSc2ncn[nH]2)cc1	-0.4	-16.9	9.1	-0.7	-3.5	-1.4	-1.7	4.6	-2.5	-0.9
CC1(C)C2(C#N)C(N)=NC3(OCCO3)C12C#N (centres undefined)	-0.8	-6.3	17.6	0.9	0.6	-0.4	0.8	-0.1	-1.0	-3.5
O=C(CCc1nnc2ccc(N3CCC4(CC3)OCCO4)nn12)Nc1ccc(F)cc1	-16.5	-1.4	7.8	-10.8	20.8	-0.4	-9.9	-2.2	-1.5	10.5
O=C(Cn1cnc2c(nnn2Cc2ccc(Cl)cc2)c1=O)OCc1ccccc1	1.8	-9.0	34.7	1.2	-8.8	0.3	1.2	-1.9	-1.9	9.9
CN(c1ccc(C(=O)NC2CCCC2)cc1)S(=O)(=O)c1ccc(Cl)cc1	-2.2	-1.2	21.8	-1.0	18.1	-0.8	-1.0	-0.3	3.5	5.2
Cc1c(C(=O)O)cccc1-c1ccc(/C=C2\SC(=O)NC2=O)o1	-14.8	?	30.3	-11.3	-1.8	-3.4	2.7	2.3	10.8	3.4
CN(C)c1cc[nH]c(=O)c1C#N	-5.5	9.2	-0.5	-1.8	1.8	-0.1	5.1	1.9	0.7	-4.2
CCOc1c(C(N)=O)c(-c2ccccc2)c2c(=O)[nH]c3ccccc3n12	-24.0	2.4	14.7	0.2	-0.6	0.5	3.3	6.5	-0.9	7.9
O=C(O)C1C2C=CC(O2)C1C(=O)Nc1ccc(S(=O)(=O)N2CCc3ccccc32)cc1 (centres undefined)	0.8	-4.3	-11.2	-0.4	5.9	0.3	0.6	1.2	-0.2	-0.6
CC(C)OC(=O)c1cn(-c2ccccc2)nc1-c1ccco1	-5.6	20.4	17.0	-2.9	-3.8	2.9	-5.0	0.3	2.1	1.7
COc1ccccc1/C=N/Nc1nc(C)cc(=O)[nH]1	·	3.0	·	-7.2	2.0	0.2	·	·	-0.2	0.6
COC(=O)Cn1c2c(c3cc(C)ccc31)CCCC2	-20.7	0.1	24.4	-6.4	4.2	-0.3	-5.0	·	2.0	-3.5
CCC(C)(NC(=O)c1ccccn1)C(=O)NC1CCCCC1 (centres undefined)	-11.0	1.4	0.8	0.0	10.0	0.3	-1.0	1.3	0.2	3.4
CC(CN1CCN(C)CC1)OC(=O)c1cccc(Cl)c1 (centres undefined)	-5.7	0.7	3.7	-3.9	-4.2	-0.7	10.2	-3.6	-0.1	4.3
COc1ccc(-c2csc(C(C#N)=C(O)CSc3nccn3C)n2)cc1OC	15.3	-1.4	·	-4.8	3.4	0.7	·	·	-2.8	-3.5
COc1ccc(OC)c(CNC(=O)c2cc(=O)[nH]c3ccc(S(=O)(=O)N4CCCC4)cc23)c1	·	·	14.7	3.4	-8.3	·	3.2	3.8	·	·
O=c1c2ccccc2nc(-c2ccccc2)n1Cc1ccc(Cl)cc1	-6.9	-12.7	17.1	-10.3	-3.8	-1.2	-4.8	7.8	-9.4	2.2
CCn1c(SCC(=O)NC(C)(C)C)nnc1-c1ccccn1	-16.4	-0.3	15.8	-3.3	-0.2	0.0	5.0	3.1	3.0	-0.1
Cc1nc(C2CCCCC2)c(-c2ccccc2)c(N2CCOC2=O)c1C	3.8	-4.1	·	17.5	0.5	-0.6	0.3	·	-1.8	-7.5
COc1cc(C2C(C#N)=C(N)Oc3c2ccc2ccccc32)ccc1OCC(=O)Nc1ccc(C)cc1 (centres undefined)	7.0	6.4	-3.8	5.4	17.6	7.8	-28.7	1.9	4.4	4.7

From PubChem
